# USP2a block: inhibitors of human ubiquitin-specific protease USP2a | O75604 | Potency, µM (doses to about 38.3 µM), without a hit: at the top dose activity change, negative = inhibition, usual class: inhibitors | 330,000 tested, 0.01% active | USP2 core, Ub-CHOP2 coupled fluorogenic reporter, 485/531;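 also: potency is read from the fitted curve at half-maximal effect; plate controls were DMSO wells for no effect and full inhibition by NEM control for full effect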
#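 Cell-free coupled assay: 10nM USP2 core preincubated 30min RT with compound in Tris-HCl pH 8.0/CaCl2/CHAPS buffer, then 25nM Ub-CHOP2 and 25nM reporter substrate; fluorescence (Ex 485/Em 531) read after 60min RT, normalized to NEM inhibition, concentration-response curves fitted.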
# PTAP TSG101 blk: blocks PTAP/TSG101 interaction to inhibit HIV-1 budding | Fluorescence polarization, FITC-PTAP peptide / Tsg101 binding | Potency, µM (titrated, usually from 115 µM), for inactives: at the top dose activity change, negative = inhibition, actives largely listed as inhibitors | 340,000 tested, under 10 active | AID 493005; active = well fitted inhibition curve with a large enough effect in the main read-out, with a control signal flat, not every such curve was filed as active; inconclusive = small, poorly fitted or top-dose-only effect, or effect the other way, or a change in a side signal; inactive = no such curve, though single readings can be large or run the other way; also: potency is read from the fitted curve at half-maximal effect; % of control where 0% means no effect
#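 Fluorescence polarization binding of Tsg101 binding domain (10 uM final) to FITC-labeled PTAP peptide (50 nM final) in HEPES pH 7.5 buffer with NaCl, Tween 20, EDTA, TCEP. Compounds added before peptide; binding 20 min at RT.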
# BCR signal inh: inhibitors of chronic active B-cell receptor signaling; ABC-DLBCL IkBa-CBG/CBR reporter, luminescence ratio, 4 h; Potency, µM (series often up to 46.1 µM), inactives show top-dose ratio change, negative = lower green/red ratio, most hits filed as inhibitors; 340,000 tested, 0.05% active; AID 493014; active = well fitted inhibition curve with a large enough effect in the signal ratio, with a control signal flat, not every such curve was filed as active; inconclusive = small, poorly fitted or top-dose-only effect, or effect the other way, or a change in a side signal; the % refers to the signal ratio;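 also: potency is read from the fitted curve at half-maximal effect; plate controls were basal doxycycline-induced cells for no effect and cells given 10 µM MG132 for full effect; MG132 reads +100%, hits lower the ratio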
#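 Compounds up to 46 uM were incubated four hours with TMD8 cells whose green CBG68 luciferase is fused to IkappaBalpha; red CBR luminescence normalised the signal, and concentration-effect curves were fitted to fusion, red and ratio data.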
# uPA surface inh: inhibitors of cell surface uPA generation. 330,000 tested, 0.31% active. cell surface uPA generation assay, qHTS. Potency, µM (top dose mostly 38.3 µM), for the others: at the top dose activity change, negative = inhibition, usual class: inhibitors; active = well fitted inhibition curve with a large enough effect; inconclusive = small, poorly fitted or top-dose-only effect; inactive = no such curve, though single readings can be large or run the other way; tested in mouse RAW 264.7 cells; also: potency is read from the fitted curve at half-maximal effect; % is scaled to controls: 0 for no effect and ±100 for the full control effect; nearly all actives have a fitted effect of over 55% in size
# TCR act: activators of T cell receptors; Potency, µM (top dose mostly 9.22 µM), inactives show at the top dose activation of IL-2 secretion, hits mostly activators; primary human leukocytes, anti-CD3, IL-2 HTRF, 48 h; 330,000 tested, under 10 active; AID 504894; also: % of control where 0% means no effect
#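 Compounds are tested in HTS on primary human leukocytes co-incubated with a-CD3 beads for 48 hr. IL-2 output is measured by time-resolved FRET.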
# Tb PFK inh: blocks T. brucei phosphofructokinase; O15648; T. brucei PFK, ADP-Glo luminescence; Potency, µM (top dose mostly 57.5 µM), for the others: at the highest dose activity, negative = inhibition, hits mostly inhibitors; 330,000 tested, 0.17% active; AID 485367;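 also: potency is read from the fitted curve at half-maximal effect; 0% = uninhibited 1x PFK enzyme wells and -100% = no-enzyme wells; nearly all actives have a fitted effect of over 60% in size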
#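 In TEA buffer at pH 8.0 with 5 mM MgCl2, enzyme (1.25 nM) converted F6P (0.5 mM) and ATP (0.1 mM) for 45 min at room temperature. ADP product was read by luciferase luminescence.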
# Eya2 inh: inhibitors of human Eya2 phosphatase activity; 330,000 tested, 0.006% active; recombinant Eya2, OMFP fluorescence dephosphorylation (OMFP is methylfluorescein phosphate); Potency, µM (highest dose often 76.9 µM), without a hit: at the top dose activity, negative = inhibition, usual class: inhibitors; O00167; also: potency is read from the fitted curve at half-maximal effect; % is scaled to controls: 0 for no effect and ±100 for the full control effect
#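 Eya2 (0.2 uM) preincubated 10 min at ambient with compound, then OMFP substrate added at 50 uM; 10 min reaction in 50 mM HEPES pH 7.5, 50 mM NaCl, 5 uM MgCl2, 0.05% BSA, 1 mM DTT. Fluorescence read at Ex 485/Em 525 nm.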
# Mito fusion yeast: mitochondrial division inhibition or fusion activation; S. cerevisiae fusion-defective mutant growth rescue, CellTiterGlo 48 h; Potency, µM (top dose mostly 46.1 µM), for the others: top-dose growth rescue (activation), actives largely listed as activators; 320,000 tested, 0.23% active;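 also: potency is read from the fitted curve at half-maximal effect; % of control where 0% means no effect; nearly all actives have a fitted effect of over 45% in size; temperature-sensitive fusion mutants such as fzo1-1 at 37 °C on non-fermentable ethanol glycerol medium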
#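 Temperature-sensitive fusion-defective S. cerevisiae (e.g. fzo1-1, mgm1-5) were grown with compound in YPEG medium (3% ethanol, 3% glycerol) for 48 hours at 37C. Growth rescue was measured as viability by CellTiterGlo luminescence after 10 minutes at ambient.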
# ELG1 DNA repair: inhibitors of ELG1-dependent DNA repair in HEK293T cells; Potency, µM (top dose mostly 46.1 µM), for the others: top-dose activity change, negative = inhibition, most hits filed as inhibitors; AID 504467; HEK293T ELG1-luciferase reporter, luminescence, 16 h; DNA damage induced by 5-fluorouridine; 330,000 tested, 2.3% active; also: potency is read from the fitted curve at half-maximal effect; % is scaled to controls: 0 for no effect and ±100 for the full control effect; nearly all actives have a fitted effect of over 55% in size
#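 DMSO vehicle served as the neutral condition. Each well held 2,000 cells given 5-fluorouridine plus compound; after 16 hr at 37 °C/5% CO2, ONE-Glo was added and luciferase measured 30 min later.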
# TSHR antagonist: blocks TSH signaling through the human TSH receptor; P16473; TSHR-expressing cells, TSH-stimulated cAMP HTRF, 2 h; stronger effect = lower value; activity change, negative = inhibition, % at 11.5 µM; 330,000 tested, 0.2% active;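 active = activity change below a set negative limit, meaning inhibition stronger than a set level, cut at about -70% in these data; inconclusive = activity change between two set negative limits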; also: % is scaled to controls: 0 for no effect and ±100 for the full control effect
# Target sequence (P16473 whole entry, looked up): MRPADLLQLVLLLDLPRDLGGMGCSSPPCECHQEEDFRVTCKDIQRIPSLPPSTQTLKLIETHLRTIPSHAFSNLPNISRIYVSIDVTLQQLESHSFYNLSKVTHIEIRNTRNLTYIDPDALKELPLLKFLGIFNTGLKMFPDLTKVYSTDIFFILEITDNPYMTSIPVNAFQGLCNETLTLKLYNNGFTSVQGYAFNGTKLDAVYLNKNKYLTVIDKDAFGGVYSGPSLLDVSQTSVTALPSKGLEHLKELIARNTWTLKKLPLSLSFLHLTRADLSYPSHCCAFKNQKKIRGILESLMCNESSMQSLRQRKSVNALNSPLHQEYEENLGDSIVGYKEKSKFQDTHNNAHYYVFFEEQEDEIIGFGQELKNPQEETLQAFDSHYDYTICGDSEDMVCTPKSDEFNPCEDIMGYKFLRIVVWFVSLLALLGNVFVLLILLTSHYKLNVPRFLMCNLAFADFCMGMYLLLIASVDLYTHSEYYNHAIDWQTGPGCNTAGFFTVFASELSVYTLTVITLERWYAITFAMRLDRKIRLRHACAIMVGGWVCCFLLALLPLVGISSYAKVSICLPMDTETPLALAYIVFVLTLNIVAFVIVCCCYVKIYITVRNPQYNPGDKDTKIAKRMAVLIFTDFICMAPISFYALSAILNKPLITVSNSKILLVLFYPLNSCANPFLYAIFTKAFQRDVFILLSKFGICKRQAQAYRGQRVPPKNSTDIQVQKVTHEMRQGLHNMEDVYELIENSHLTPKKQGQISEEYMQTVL
#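 TSHR-expressing cells were treated with compounds, then stimulated with TSH at EC80 (4nM final) for 2 hours at 37 deg C. Cellular cAMP was measured by HTRF competition between lysate cAMP and cAMP-d2 for a cryptate-labelled anti-cAMP antibody.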
# B2AR arrestin: recruits beta-arrestin to the human beta2-adrenergic receptor; 330,000 tested, 0.02% active; beta-arrestin recruitment to beta2AR, cell-based reporter; P07550; Potency, µM (top dose mostly 46.1 µM), for inactives: top-dose activation, hits mostly activators;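 also: potency is read from the fitted curve at half-maximal effect; 0% = DMSO controls and full agonism = EC100 isoproterenol or metaproterenol; nearly all actives have a fitted effect of over 65% in size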
# Starred values were filed as active, the others as inactive; ? = inconclusive; . = no result given; [ ] = dose if it differs, or a comment. Unless noted, calls follow the shape of the dose curve; as a rule, active = well fitted curve in the direction sought with a large enough effect; inconclusive = small, poorly fitted or top-dose-only effect, or another doubt; inactive = no such curve, though single readings can be large; an effect the other way counts as inactive or inconclusive.
SMILES,USP2a block,PTAP TSG101 blk,BCR signal inh,uPA surface inh,TCR act,Tb PFK inh,Eya2 inh,Mito fusion yeast,ELG1 DNA repair,TSHR antagonist,B2AR arrestin
CC(C)Oc1ccc(C(=O)OCC(=O)NC(=O)NC2CCCC2)cc1,-1%,-6%,0%,6%,-2%,-5%,-6%,-6%,2%,5,-1.0%
C/C(=N\NC(=O)Cn1c(C)nc2ccccc21)c1cccs1,5%,-1%,5%,-2%,-3%,-4%,6%,-2%,-11%,17,0.1%
Cc1cnc(NC(=O)NCC2CCCC(CNC(=O)Nc3ncc(C)s3)C2)s1 (configuration not stated),-1%,0%,?,-3%,-3%,-6%,-6%,1%,21µM*,0,-0.1%
COc1ccc(Cl)cc1C1=CC(=O)C[C@H](c2ccc(F)cc2)C1,-7%,-3%,?,-6%,-2%,0%,-21%,?,?,-13,0.2%
O=C(Nc1c2c(nn1-c1ccccc1)CS(=O)(=O)C2)c1ccccc1C(F)(F)F,1%,.,0%,-17%,1%,-2%,-1%,3%,4%,3,0.1%
NC(=NCc1ccccc1)c1cccc([N+](=O)[O-])c1,1%,-3%,-5%,2%,-3%,4%,4%,-2%,-6%,20,-0.9%
COC(=O)COc1coc(CN2CCN(c3cccc(Cl)c3)CC2)cc1=O,2%,-6%,3%,-5%,3%,-9%,5%,5%,-3%,-15,0.1%
CCOC(=O)c1csc(NNC=O)n1,4%,-1%,?,2%,1%[46.1 µM],-5%,1%,-12%,-2%,11,-0.9%
O=C(N=c1ccn(-c2nc3ccccc3nc2NS(=O)(=O)c2ccc(Cl)cc2)cc1)c1ccccc1Cl,?,.,9%,.,.,-2%,9%,-2%,?,-10,-1.1%
COc1ccc(NC(=O)Cc2c(F)cccc2Cl)cc1,3%,1%,-6%,-7%,-2%,-4%,0%,0%,?,12,0.1%
Cc1ccc(CNC(=O)c2nn(C)c(C)c2[N+](=O)[O-])cc1,2%,0%,1%,-2%,7%[46.1 µM],-4%,3%,0%,-22%,0,1.0%
OCCC1CN(Cc2cnc(-c3ccccc3)s2)CCN1Cc1ccccc1 (configuration not stated),1%,-4%,-13%,1%,-6%,0%,?,-1%,-14%,7,-0.4%
O=C(NCc1ccccn1)Nc1ccc(F)cc1,1%,-1%,1%,7%,-11%,-1%,6%,0%,17%,-6,4.0%
COc1ccc(/C=C2\Oc3cc(OCC(=O)N4CCC(C(=O)O)CC4)ccc3C2=O)c(OC)c1OC,2%,-4%,-20%,3%,9%,0%,2%,0%,24%,4,1.0%
Cc1csc(NC(=O)c2cc3ccccc3o2)n1,2%,-4%,?,?,8%,-3%,16%,8%,?,-2,-0.1%
Cc1cc(C(=O)Nc2cc(C(F)(F)F)ccc2N2CCOCC2)no1,-2%,.,0%,-12%,0%,1%,0%,0%,?,11,0.3%
CCOC(=O)C1(CCOC)CCN(Cc2ccc(C3CCCCO3)s2)CC1 (configuration not stated),1%,5%,?,-9%,2%,-1%,-5%,-1%,-11%,1,5.8%
Cc1ccc(-n2nnc(-c3ccnc4ccccc34)n2)cc1,2%,-1%,-1%,-14%,-3%,-2%,-5%,3%,?,-12,0.0%
CCCNC(=O)c1ccc(N2CCC3(CC2)CC(c2cccc(Br)c2)=NO3)c(NC(=O)c2cccc(OC)c2)c1,0%,-5%,?,-3%,4%,0%,-3%,-15%,?,-5,-0.7%
CCN(CC)CCn1c2c(c(SCC(=O)Nc3cc(C)ccc3C)nc1=O)CCC2,3%,-1%,-1%,-5%,0%,-10%,-26%,3%,-2%,1,0.0%
COc1ccc(C2CC(c3ccccc3)=NN2S(=O)(=O)c2ccccc2)cc1 (configuration not stated),-5%,18%,?,-16%,0%,0%,-9%,-1%,?,9,0.2%
CCOc1ccc(-c2nc(-c3ccc(OC)cc3)no2)cc1OCC,0%,2%,-1%,-1%,-7%,1%,4%,1%,2%,-20,0.0%
CC(C)CC(OC(=O)c1ccco1)C(=O)NC1CCCC1 (configuration not stated),-1%,-11%,5%,-1%,8%,-1%,-10%,0%,14%,4,-0.4%
CC1(C)CC(=O)C=C(NCC(O)c2ccccc2)C1 (configuration not stated),4%,-5%,?,-119%,-6%,-1%,11%,-6%,12%,0,-0.1%
Cc1ccc(C(=O)NCC(=O)Nc2ccc(F)c(F)c2F)cc1,2%,-3%,7%,5%,4%,-2%,10%,-11%,0%,5,-0.3%
O=C(Nc1ccc(Br)cc1)c1ccc(F)c(S(=O)(=O)NCc2cccs2)c1,1%,-2%,?,-13%,4%[46.1 µM],-3%,-4%,?,?,-48,-0.4%
O=C(NCCCN1CCOCC1)c1cc2c(=O)[nH]c3ccccc3c2s1,-1%,-3%,0%,-3%,-1%[46.1 µM],3%,-3%,0%,29%,-9,0.0%
COc1ccc(N2CCN(C(=O)c3cc(S(=O)(=O)N4CCCCCC4)ccc3OC)CC2)cc1,3%,0%,-1%,6%,4%,11%,-17%,9%,-10%,13,-0.3%
CSc1cccc(NC(=O)CN2C(=O)c3ccccc3S2(=O)=O)c1,0%,0%,4%,-10%,-1%,1%,8%,0%,10%,-3,-0.2%
CCN(CC(=O)Nc1ccc2c(c1)OCCO2)Cc1nc2cc(Cl)ccc2c(=O)[nH]1,0%,2%,-3%,5%,-1%,0%,0%,4%,?,-7,-1.0%
Cc1nnc(SCc2cccc3ccccc23)n(N)c1=O,3%,-4%,11%,1%,3%[46.1 µM],-1%,2%,12%,1%,1,0.3%
COc1cc(/C=N/S(=O)(=O)CCc2ccccc2)ccc1O,4%,-3%,-10%,-2%,-2%[46.1 µM],-2%,-14%,-6%,1%,-7,0.0%
CN(C)c1ccc(C(CNS(=O)(=O)c2ccc([N+](=O)[O-])cc2)N2CCOCC2)cc1 (configuration not stated),0%,-8%,2%,2%,1%,-5%,1%,-6%,5%,3,-0.2%
O=C(c1ccc2c3n(nc2c1)-c1ccccc1CO3)N1CCCCC1,7%,.,-5%,4.5µM*,13%,-16%,-15%,-108%[inhibitor],?,-3,-0.9%
CCOc1ccccc1-c1nnc(SCC(=O)NC2(C#N)CCCC2)o1,1%,-6%,-1%,8%,-3%,1%,10%,-3%,1%,7,0.1%
O=C(NC1CCCCC1)C1CC(=O)N(CCc2ccc(F)cc2)C1 (configuration not stated),3%,-2%,1%,0%,2%,-6%,0%,1%,0%,-8,-0.7%
COc1ccccc1CN1CC(C(=O)NCCN(C)CCc2ccccc2)CCC1=O (configuration not stated),-2%,-5%,5%,-7%,-2%,-13%,-5%,-2%,13%,13,0.3%
CN(C(=O)C1CCCCN1S(=O)(=O)c1ccccc1)c1ccccc1 (configuration not stated),3%,-6%,-1%,-2%,3%,9%,1%,.,-13%,-13,0.2%
CC(C)C(=O)NC(C)C(c1cccs1)N1CCN(c2ccccc2)CC1 (configuration not stated),-6%,0%,-5%,8%,-6%[46.1 µM],-8%,1%,14%,-27%,-3,0.2%
Cc1ccc(NC(=O)COC(=O)c2ccc3c(c2)OCCO3)cc1S(=O)(=O)N1CCOCC1,0%,-2%,-28%,-1%,4%,-1%,0%,-4%,1%,-9,-0.1%
O=C(CSc1nc(O)c(-c2ccccc2)c(=O)[nH]1)N1CCOCC1,1%,0%,2%,-2%,3%,-5%,21%,0%,3%,31,-0.2%
CC(C)CCN1C(=O)c2ccc(C(=O)Nc3cc(C(=O)O)cc(C(=O)O)c3)cc2C1=O,1%,-1%,9%,1%,-8%,2%,1%,0%,8%,-16,-0.1%
CCOc1ccc(CCNC(=O)COC(=O)C2CC2)cc1OCC,-1%,-2%,-4%,-6%,1%,3%,3%,0%,?,-2,0.0%
C=CCn1c(SCC(=O)Nc2sc(C)c(C)c2C(=O)OCC)nnc1-c1sc(N)nc1C,0%,-3%,?,1%,-15%,3%,-15%,-5%,5.8µM*,22,-0.4%
CCCn1c2ccccc2c2cnn(CC(=O)NCCCOC)c(=O)c21,1%,-4%,0%,5%,-1%,-2%,-9%,0%,-1%,-1,0.1%
O=C(c1ccco1)N1CCN(C(c2ccccc2Cl)c2nnnn2Cc2cccs2)CC1 (configuration not stated),-2%,-2%,5%,-5%,-2%,-2%,13%,12%,?,-36,-0.1%

# Not a hit list; overall some 3% were active at least once.
